Screening data as filed in PubChem.
Runt-CBFb FRET: inhibitors of human RUNX1 Runt domain binding to CBFb; Cerulean-Runt/Venus-CBFb FRET ratio 530/480, 1 h; inhibition, % at 20 µM; hit rate 0.46% among 220,000; AID 1496; Q01196+Q13951;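 active = inhibition over about 50% at 20 µM in the single-dose screen, limit read from the data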;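 also: 0% = DMSO wells and 100% = excess unlabeled CBFb competitor control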
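System: Cerulean-labeled Runt domain protein | Quantity: 100 nM of each labeled protein | Schedule: 1 h compound exposure, room temperature | Detection: Fluorescence energy transfer, 422 nm excitation, 530/480 nm emission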
RBBP9 inh: blocks human serine hydrolase RBBP9; recombinant RBBP9, FP-Rh probe fluorescence polarization; inhibition, % at 7.94 µM; hit rate 0.2% among 220,000; AID 1515;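 active = inhibition above the campaign mean of all tested compounds plus 3 SD, cut at about 14% in these data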;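 also: plate controls were DMSO wells with RBBP9 for no effect and wells lacking RBBP9 protein for full effect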
Target sequence (O75884 whole entry, looked up): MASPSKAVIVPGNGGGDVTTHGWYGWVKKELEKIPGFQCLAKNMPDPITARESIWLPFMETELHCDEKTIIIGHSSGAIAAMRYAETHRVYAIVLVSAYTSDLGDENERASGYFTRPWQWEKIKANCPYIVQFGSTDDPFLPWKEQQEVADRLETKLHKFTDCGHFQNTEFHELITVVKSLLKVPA
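system = RBBP9 protein | input = RBBP9 at 2.5 µM in dispensed solution, before mixing | measured by = fluorescence polarization (mP), excitation 525 nm, emission 598 nm | incubation = enzyme-compound preincubation 30 min, then probe labeling 45 min, 25 °C | buffer or medium = Tris-NaCl-Pluronic buffer, pH 8.0 | compound = single dose 7.94 µM | also added = FP-Rh probe, 375 nM dispensing solution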
PERK inh: human PERK inhibition, primary cell-based screen; Q9NZJ5; CHO PERK-DD fusion, SEAP luminescence translation reporter; inhibition, % at 5.6 µM; hit rate 0.17% among 220,000; AID 1416;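 active = inhibition above the mean inhibition of all tested compounds plus 3 SD, set separately per screening campaign, cut at about 2.9% in these data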;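 also: PERK kinase domain activated by AP20187 dimerizer at 100 nM; 0% = DMSO with dimerizer and 100% = rapamycin at 8.4 µM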
EP2 antag: blocks the human prostaglandin E2 receptor EP2; P43116; inhibition, % at 25 µM; C6 glioma cells expressing human EP2, cAMP TR-FRET; cells stimulated with saturating PGE2; hit rate 0.52% among 260,000;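 active = percent inhibition above 40 after rounding to a whole number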;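 also: rat C6 glioma host cells with rolipram phosphodiesterase inhibitor present; the protocol text gives 20 µM as final concentration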
Target sequence (P43116 whole entry, looked up): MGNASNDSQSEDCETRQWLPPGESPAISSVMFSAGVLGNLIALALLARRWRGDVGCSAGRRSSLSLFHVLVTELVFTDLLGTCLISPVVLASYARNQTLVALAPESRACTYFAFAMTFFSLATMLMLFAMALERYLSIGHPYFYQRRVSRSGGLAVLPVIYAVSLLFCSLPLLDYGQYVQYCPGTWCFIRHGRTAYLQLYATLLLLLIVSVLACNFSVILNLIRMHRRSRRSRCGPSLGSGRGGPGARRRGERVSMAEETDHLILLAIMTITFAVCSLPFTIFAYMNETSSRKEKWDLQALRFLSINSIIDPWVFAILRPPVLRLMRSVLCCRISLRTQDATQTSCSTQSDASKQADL
TNF necrop inh: TNF-alpha cell death inhibition in Jurkat FADD-/- cells; Jurkat FADD-/- TNF necroptosis rescue, ATP luminescence, 24 h; 0 = TNF only, 100 = no-TNF cells; activation (protection from cell death), % at 10 µM; hit rate 0.068% among 220,000; AID 463075;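 active = activation, meaning protection from cell death, of at least 50% relative to plate controls; inactive = activation below 50%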;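 also: necroptosis triggered by 40 ng/mL TNF-alpha added together with compound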
zVAD death inh: blocks zVAD induced death of L929 cells. L929 zVAD necroptosis rescue, ATP luminescence, 24 h; with zVAD 60 µM. viability rescue, % at 10 µM. hit rate 0.38% among 220,000. AID 1377;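 active = activation, scaled between plate controls, above about 75%, limit read from the data; inactive = activation under that limit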;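 also: 0% = zVAD with DMSO and 100% = DMSO alone without zVAD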
Hck-Nef inh: inhibitors of human Hck kinase activated by Nef; P08631; Recombinant Hck-YEEI plus Nef, Z-Lyte FRET kinase assay; inhibition, % at 20 µM; hit rate 0.68% among 220,000; AID 463187;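 active = Hck-Nef kinase inhibition above about 50%, limit read from the data; inactive = inhibition below that limit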;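 also: 0% = DMSO with Hck plus Nef and 100% = Hck alone without Nef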
Target sequence (P08631 whole entry, looked up): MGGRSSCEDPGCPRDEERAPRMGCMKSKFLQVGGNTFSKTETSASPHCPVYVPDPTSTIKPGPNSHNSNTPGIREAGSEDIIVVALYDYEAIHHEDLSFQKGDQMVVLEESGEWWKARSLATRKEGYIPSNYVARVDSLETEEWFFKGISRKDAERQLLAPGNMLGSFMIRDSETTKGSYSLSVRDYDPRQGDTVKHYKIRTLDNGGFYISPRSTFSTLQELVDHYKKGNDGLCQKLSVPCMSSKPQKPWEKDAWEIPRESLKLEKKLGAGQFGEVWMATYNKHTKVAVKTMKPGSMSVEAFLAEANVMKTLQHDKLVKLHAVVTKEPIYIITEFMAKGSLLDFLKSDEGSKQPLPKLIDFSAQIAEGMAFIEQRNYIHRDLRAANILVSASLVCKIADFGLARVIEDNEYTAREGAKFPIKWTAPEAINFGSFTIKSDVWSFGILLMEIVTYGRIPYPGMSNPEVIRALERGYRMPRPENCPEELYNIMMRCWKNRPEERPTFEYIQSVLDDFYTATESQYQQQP
Runt-SMMHC FRET: blocks binding of human RUNX1 Runt domain to CBFb-SMMHC; Q01196+Q13951; Cerulean-Runt/Venus-CBFb-SMMHC FRET ratio 530/480, 1 h; inhibition, % at 20 µM; hit rate 0.74% among 220,000;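 active = mean inhibition across duplicate retests at 20 µM reaching about 50%, limit read from the data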;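 also: 0% = DMSO wells and 100% = wells with excess untagged CBFb-SMMHC; inhibitors lower the FRET ratio by blocking Runt binding to CBFb-SMMHC; some results filed as inactive read as strong as hits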
EP2 modulator: EP2 receptor (human) modulation | hit rate 0.83% among 260,000 | EP2-expressing cells, cAMP HTRF FRET, PGE2 co-stimulation | induction, % at 25 µM | P43116;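 active = compounds whose cAMP rise, as percent of the full-agonist control response, exceeds 60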;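 also: rat C6 glioma line stably carrying human EP2 under a CMV promoter; the protocol text gives 20 µM as final concentration; 100% = response of wells given 1 µM PGE2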
Starred values were filed as active, the others as inactive; . = no result given; & = joins results of further samples. Not all compounds are listed; the hit share may differ from the screen's.

Every second line gives: Runt-CBFb FRET	RBBP9 inh	PERK inh	EP2 antag	TNF necrop inh	zVAD death inh	Hck-Nef inh	Runt-SMMHC FRET	EP2 modulator
O=C(O)C(NS(=O)(=O)c1cccc2nsnc12)c1ccccc1 (stereo not given)
    1	-6	0.8	9	-0.1	0.5	16	1	19
NC(=S)N/N=C/C=C/c1ccccc1
    2	-8	0.5	9	-1.4	0.6	-1	-5	-7
Nc1ccccc1-c1n[nH]c(=S)s1
    20	3	0.6	67*	-0.1	1.3	26	45	0
CCCCc1c(O)nc(SCC(=O)NCC2CCCO2)[nH]c1=O (stereo not given)
    0	7	1.4	7	-0.2	-0.5	-4	-2	24
COc1ccc(/C=C/C(=O)O)cc1COc1cccc(C)c1
    -2	0	-0.1	8	0.1	0.5	3	0	-3
Cc1cc([N+](=O)[O-])nn1CC(=O)Nc1cccc2nonc12
    2	-7	0.3	3	0.7	2.6	20	-4	-5
CC1CCCCN1C(=O)CSc1nc2ccccc2n1CC(=O)N1CCc2ccccc21 (stereo not given)
    -4	-5	0.0	2	6.4	-0.7	-3	5	38
CCCc1cc(=O)[nH]c(SCC(=O)c2cc(C)n(C)c2C)n1
    2	0	-0.1	9	-0.6	-1.4	0	-2	-7
O=C(CCC(=O)Nc1nnc(C2CCCCC2)s1)NCC1CCCO1 (stereo not given)
    4	-9	-1.6	3	0.1	1.8	-2	4	6
O=c1c2[nH]c3ccc(F)cc3c2ncn1CCCN1CCOCC1
    1	-7	0.0	17	-0.8	-0.1	2	-2	6
N#Cc1c(N)c(C#N)c(-c2ccc(O)cc2)c2c1CCCC2
    -1	-6	-0.1	18	-4.1	0.4	16	0	17
O=C(CNC(=O)c1ccc(Cl)cc1)Nc1ccccc1C(F)(F)F
    1	-9	0.2	14	0.3	2.3	-6	0	-10
CC1(C)CSC(=S)N1S(=O)(=O)c1ccccc1
    -3	-4	1.7	8	-3.6	-0.4	1	0	26
CC(=O)N1C(=O)/C(=C2\SC(=S)N(NC(=O)c3ccc(O)cc3)C2=O)c2ccccc21
    35	-7	0.4	7	0.6	1.4	23	23	-43
O=C(NCc1ccco1)c1noc2c1CCCCC2
    -2	-1	0.5	0	-0.7	0.0	0	0	1
COc1ccc(-n2nc3c(N)n[nH]c3cc2=O)cc1
    -6	-11	-0.8	6	-0.7	0.9	5	-20	27
CCc1cc2c(=O)c(-c3nc4ccccc4n3C)c(CCCC(=O)O)oc2cc1OC(=O)C(C)(C)C
    -4	7	-0.1	6	1.6	3.5	19	-1	21
COc1cccc(Nc2nc(CN3CCOCC3)nc3sc4c(c23)CCCC4)c1
    -7	-1	-0.8	8	3.9	0.6	5	-1	-4
O=C(Nc1ccnc(-c2cccnc2)n1)c1ccc(Cl)c(Cl)c1
    -1	-10	1.6	13	-0.4	5.3	5	0	3
Cc1ccccc1Nc1nnc(C)c(=O)n1N
    0	5	1.7	7	-1.2	-0.1	-1	-3	10
COc1ccc(CCCC(=O)O)c(C)c1
    1	-1	1.4	4&8	-1.3	-0.2	1	38	39&28
CN1CCN(c2ccc(NC(=O)c3cccs3)cc2)CC1
    2	4	0.0	9	0.6	2.1	12	-1	-29
COc1ccc(C2CC(c3ccc(Br)cc3)Nc3nc(N)nn32)cc1 (stereo not given)
    -6	-3	-0.2	12	0.3	1.6	11	-1	-26
Cc1ccc(-n2ccc(=O)c(C(=O)O)n2)cc1
    1	-10	1.1	11	1.1	0.1	2	-1	8
CCN(CC)CCCNC(=O)C1CCN(C(=O)c2cc3sccc3n2Cc2ccc(F)cc2)CC1
    3	-5	0.8	7	-9.2	-0.3	-1	0	-6
CC(C)Cc1cc(C(=O)Nc2sc3c(c2C#N)CCCC3)no1
    2	-5	-0.1	13	4.8	1.2	-2	-6	8
CS(=O)(=O)N1N=C(c2ccco2)CC1c1cccc([N+](=O)[O-])c1 (stereo not given)
    0	-7	2.0	5	1.8	0.8	10	-5	8
CCN(CC)C(C(=O)Nc1ccc(C(C)C)cc1)c1ccc2c(c1)OCO2 (stereo not given)
    2	-8	-0.8	10	1.5	0.0	0	-2	18
Cc1cc(C)c2c(CC(=O)NC(C)C)coc2c1
    -1	-8	0.2	12	3.7	2.1	19	0	6
CCCn1c(SCC(=O)N2CCCC(C)C2)nnc1-c1ccccn1 (stereo not given)
    2	-1	1.3	8	0.9	-0.2	22	2	-10
COc1ccc(Nc2ncnc3c2cnn3-c2cccc(C)c2)cc1OC
    -1	.	.	16	2.1	-0.6	23	-1	-8
CCCC(=O)N1CC2(C)CN(C(=O)CCC)CC(CCC)(C1)C2=O
    -1	-2	0.8	20	0.5	0.3	2	2	31
COc1ccc(S(=O)(=O)N2CCOC2CNC(=O)C(=O)NCCc2c[nH]c3ccccc23)cc1C (stereo not given)
    -1	-7	-0.2	13	-13	.	-5	2	-64
CC(CNc1ccc([N+](=O)[O-])cc1)NC(=O)c1ccccc1Br (stereo not given)
    -1	5	1.0	5	-0.3	1.1	3	-1	-9
O=C(O)/C=C/C(=O)N1CCN(c2ccccc2F)CC1
    -2	-3	0.3	6	1.6	1.0	4	-2	4
CCOC(=O)N1CCC(NC(=O)C2CCCN(S(=O)(=O)c3cccnc3)C2)CC1 (stereo not given)
    1	1	1.2	8	0.7	-0.8	-2	1	23
CCOc1ccc(NC(=O)CSCc2cnn(-c3ccccc3)c2-n2cccc2)cc1
    1	7	-1.0	6	-0.2	0.5	-2	2	27
Cc1ccccc1-c1ccccc1N
    -4	-6	0.7	7	1.5	-0.3	6	-1	23
Nc1nnc(SCc2ccc([N+](=O)[O-])cc2)s1
    2	2	0.7	10	3.8	20	18	0	7
COn1c(C)c(C(C)=O)c2c3no[n+]([O-])c3ccc21
    -3	-2	-0.1	13	-0.4	-0.5	2	-6	13
COc1ccc(/C=C2\N=C(C)OC2=O)cc1[N+](=O)[O-]
    -2	-9	0.3	11	-1.0	-0.4	-2	-3	-36
COc1ccc(/C=N/NC(=O)c2c(C)nnn2-c2nonc2N)cc1OC
    1	-5	0.2	3	0.0	0.4	10	-2	-1
COc1ccccc1C(=O)Nc1ccc(C(=O)N2CCCC2)cc1
    1	-9	-0.3	11	-2.8	0.7	-17	-1	-26
CC1CC(C)CN(CCCNC(=O)Cn2ncn3cccc3c2=O)C1 (stereo not given)
    4	2	1.0	4	0.7	-0.5	-1	1	4
O=C(COC(=O)c1cc2ccccc2oc1=O)c1cccc([N+](=O)[O-])c1
    2	3	1.5	19	-0.3	1.1	2	2	18
N#CCCCSc1ncccc1-c1nc2ccccc2[nH]1
    .	0	-1.0	11	2.3	0.2	3	.	-36
COc1ccc(-c2nnc3n(CCc4ccccc4)c(=O)c4ccccc4n23)cc1OC
    -3	2	0.5	6	-1.4	-0.4	2	-8	15
Cc1noc(C)c1CSc1nnc(-c2c[nH]c3ccccc23)n1-c1ccc(Cl)cc1
    0	-2	0.2	6	-1.8	-0.4	-2	-2	-16
CCOC(=O)c1ccc(NC(=O)CSc2nnc(C)n2-c2ccccc2)cc1
    -2	-5	0.0	8	1.5	-0.5	-1	3	29
Cc1ccc(Cn2c(SCCN3CCCCC3)nc3c2c(=O)[nH]c(=O)n3C)cc1
    50*	-5	-0.3	7&15	-1.2	-0.3	-3	38	5&-24
COc1cc2[nH]c(=S)nc(NC3CCCC3)c2cc1OC
    0	-6	0.8	10	1.2	0.6	23	-1	-27
Cc1sc2nc(CN3CCOCC3)nc(N3CCC(C(N)=O)CC3)c2c1C
    .	-4	-0.8	11	-0.2	-0.2	2	.	.
Cc1ccc(-c2nnc(N3CCN(C(=O)CN4CCOCC4)CC3)c3ccccc23)cc1
    1	9	-1.4	7	-5.4	-0.4	1	-1	1
CC(C)(C)Nc1scc(-c2ccccc2)[n+]1-c1ccccc1
    -2	-5	1.1	3	1.8	-0.1	26	2	22
COCCn1c(C)cc(C(=O)COC(=O)CNC(=O)c2ccccc2)c1C
    0	-4	0.7	9	0.6	.	8	1	30
NC(=O)c1cc(NC(=O)c2cc(Br)c(Br)s2)cc(C(N)=O)c1
    -2	-34	1.0	9	-1.0	2.0	-61	-7	-20
COCCCNC(=O)CC(NS(=O)(=O)c1ccc(F)cc1)c1ccc(OC)cc1 (stereo not given)
    -2	0	0.0	23	0.2	0.2	1	0	16
CC(C)Cn1c(N)c(C(=O)COC(=O)c2ccc(Cl)cc2)c(=O)n(C)c1=O
    0	-11	1.2	7	-1.7	-0.5	0	-1	-35
C/C(CC(=O)Nc1ccc2c(c1)OCO2)=N\NC(=O)c1ccccc1N
    9	-3	-0.4	2	-2.3	1.5	10	-2	-9
COc1cc2c(cc1OC)C(Cc1ccc(O)cc1)NCC2 (stereo not given)
    0	-6	0.1	5	2.5	2.1	-1	2	6

Next section.
Every second line gives: Runt-CBFb FRET	RBBP9 inh	PERK inh	EP2 antag	TNF necrop inh	zVAD death inh	Hck-Nef inh	Runt-SMMHC FRET	EP2 modulator
Cc1ccccc1-n1nnnc1SCC(C)C
    -1	6	0.3	8	0.7	2.9	-1	-6	11
CC(=O)NCCC(=O)N1CCCC(CNC(=O)c2ccc(-c3ccccc3)cc2)C1 (stereo not given)
    .	-1	0.7	9	-0.4	3.0	24	.	-29
CCOC(=O)CSc1nnc(-c2ccoc2C)n1-c1ccc(OCC)cc1
    -3	-7	-1.0	9	1.0	-0.1	1	4	0
CSc1ncccc1C(=O)OCC(=O)c1cc(C)n(CC2CCCO2)c1C (stereo not given)
    -1	-7	0.7	10	-2.6	0.3	23	1	-3
Cc1oc(-c2ccccc2F)nc1CN1CCC(C(=O)NCc2cccnc2)CC1
    -2	0	0.8	2	0.9	0.0	0	-3	10
Cc1nnc(NC(=O)C2CCCN(c3ncccn3)C2)s1 (stereo not given)
    1	-9	0.6	4	-1.4	0.1	-1	0	16
O=C1N(c2ccccc2)C[C@@H]2C[C@@H](c3cccc4c3OCO4)N3CCC[C@@]123
    1	0	0.4	4	1.0	0.2	8	-2	11
CCN(CC)C(=O)CSc1nnc(COc2ccccc2)n1N
    -1	-11	0.1	3	-0.3	-0.5	-10	-2	4
COc1ccc(-c2nc3ccccc3c(=O)n2NC(=O)c2cccnc2Cl)cc1OC
    -2	7	0.6	7	1.7	0.2	5	0	21
CC1(C)Cc2nc3sc(C(=O)NCCCO)c(N)c3cc2CS1
    12	-8	1.5	13	1.1	30	-14	-1	-25

Reprinted at random: 2 records from the list, in no set order.
Every second line gives: Runt-CBFb FRET	RBBP9 inh	PERK inh	EP2 antag	TNF necrop inh	zVAD death inh	Hck-Nef inh	Runt-SMMHC FRET	EP2 modulator
Cc1ccccc1-n1nnnc1SCC(C)C
    -1	6	0.3	8	0.7	2.9	-1	-6	11
CCOC(=O)CSc1nnc(-c2ccoc2C)n1-c1ccc(OCC)cc1
    -3	-7	-1.0	9	1.0	-0.1	1	4	0
